Diaphorase inh: inhibits diaphorase or chemically oxidizes, flagging diaphorase assay artifacts. diaphorase resazurin-to-resorufin fluorescence, NADH, 16 min; bacterial (C. kluyveri) enzyme, not human. inhibition, % at 20 µM. actives 0.69% (n = 190,000). AID 1217;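 active means primary screen inhibition at 20 µM above a set limit, cut at about 50% in these data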;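 further: plate controls were DMSO with full reaction for no effect and wells lacking NADH for full effect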
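Assay system: diaphorase enzyme from Clostridium kluyveri. Quantity: enzyme working solution with 0.14 U/mL diaphorase. Schedule: reaction incubation of 16 min at room temperature. Technique: resorufin fluorescence, excitation 544 nm, emission 590 nm. Controls: No-NADH positive control and DMSO neutral control.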
APP 5'UTR act: activates APP 5'UTR luciferase reporter; SH-SY5Y APP 5'UTR luciferase reporter, luminescence; zero percent = DMSO vehicle wells; activation, % at 2 µM; actives 1% (n = 190,000);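 active means activation above a set limit, based on mean plus 3 SD of controls, cut at about 140% in these data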; further: values of inactives mirror those of a sister screen read the other way
Diaphorase act: diaphorase activation or chemical reduction counter-screen. Diaphorase/resazurin coupled assay, resorufin fluorescence, 16 min; stronger effect = higher value; 1 = vehicle wells, 0 = NADH-free wells. activation factor at 20 µM. actives 0.005% (n = 190,000);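 active means diaphorase activity raised at least twofold by the compound at 20 µM; inactive means activation factor below 2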
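Material: purified diaphorase enzyme from Clostridium kluyveri; Also added: 0.114 mM NADH and 0.1 mM resazurin, final amounts; Doses: single compound dose of 20 µM, 1% DMSO final; Times: 16 min enzyme reaction, ambient temperature; Detection: resorufin fluorescence, excitation 544 nm, emission 590 nm; Measure: increased resorufin signal from activators or reducing compounds.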
FLuc act counter: affects firefly luciferase, flagging false hits in luciferase stimulation screens; P08659; ATPlite luciferase biochemical, luminescence, 10 min; 0 = ATP-free wells, 1 = DMSO control; activation factor at 10 µM; 200,000 tested, under 10 active; AID 1027;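 active means luciferase activation factor, scaled between plate controls, of at least 2 with compound at 10 µM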
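Assay system: Luciferase/luciferin detection reagent, cell-free biochemical luciferase assay / Read-out: luciferase activation / Benchmarks: No-ATP low control, compound-free enzyme-plus-ATP high control / Medium: PBS buffer for ATP / Detection: luminescence measurement of luciferase light output / Schedule: 10 min at ambient temperature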
TLR4-MyD88 BLA: blocks binding of human TLR4 to MyD88. actives 0.18% (n = 200,000). inhibition, % at 8.4 µM. O00206+Q99836. HeLa CL3-4 TLR4/MyD88 BLA complementation, FRET ratio; in the data active means inhibition above about 25%;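 further: 0% = vehicle and 100% = reference inhibitor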
Target sequence (O00206 whole entry, looked up): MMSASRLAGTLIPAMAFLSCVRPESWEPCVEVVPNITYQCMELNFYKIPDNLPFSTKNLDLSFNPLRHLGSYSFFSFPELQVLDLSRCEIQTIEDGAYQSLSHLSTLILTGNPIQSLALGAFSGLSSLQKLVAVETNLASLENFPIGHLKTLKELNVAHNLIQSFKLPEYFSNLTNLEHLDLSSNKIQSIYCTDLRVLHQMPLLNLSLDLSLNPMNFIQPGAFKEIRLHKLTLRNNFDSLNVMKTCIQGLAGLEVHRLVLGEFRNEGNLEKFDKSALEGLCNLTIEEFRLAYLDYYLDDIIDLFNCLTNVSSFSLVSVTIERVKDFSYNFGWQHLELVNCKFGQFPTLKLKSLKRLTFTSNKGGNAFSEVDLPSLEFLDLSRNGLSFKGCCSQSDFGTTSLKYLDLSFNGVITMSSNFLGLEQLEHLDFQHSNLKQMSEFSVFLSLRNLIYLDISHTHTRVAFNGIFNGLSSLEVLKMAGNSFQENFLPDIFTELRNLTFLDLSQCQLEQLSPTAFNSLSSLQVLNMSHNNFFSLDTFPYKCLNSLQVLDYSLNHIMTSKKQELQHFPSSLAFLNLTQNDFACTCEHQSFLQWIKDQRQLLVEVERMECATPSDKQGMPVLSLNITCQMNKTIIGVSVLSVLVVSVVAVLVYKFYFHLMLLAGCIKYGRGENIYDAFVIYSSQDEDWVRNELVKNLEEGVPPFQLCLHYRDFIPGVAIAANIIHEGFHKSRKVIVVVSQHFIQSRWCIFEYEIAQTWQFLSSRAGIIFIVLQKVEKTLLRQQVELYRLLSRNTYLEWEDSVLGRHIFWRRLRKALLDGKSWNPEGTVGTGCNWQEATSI
Target sequence (Q99836 whole entry, looked up): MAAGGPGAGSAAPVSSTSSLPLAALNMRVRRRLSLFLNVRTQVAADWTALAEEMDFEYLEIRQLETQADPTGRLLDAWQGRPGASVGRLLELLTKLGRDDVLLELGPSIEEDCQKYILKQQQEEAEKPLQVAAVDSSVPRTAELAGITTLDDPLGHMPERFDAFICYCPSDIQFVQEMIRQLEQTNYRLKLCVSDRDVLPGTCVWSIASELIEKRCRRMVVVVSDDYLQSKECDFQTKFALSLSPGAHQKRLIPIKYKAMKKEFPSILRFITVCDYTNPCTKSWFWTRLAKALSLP
FLuc inh counter: inhibits firefly luciferase, flagging false hits in luciferase inhibition screens; P08659; ATPLite firefly luciferase biochemical luminescence, 10 min; inhibition, % at 10 µM; actives 1.5% (n = 200,000);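 active means inhibition above about 50% when tested at 10 µM, limit read from the data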
G6PDH counter: L. mesenteroides G6PDH inhibition counter-screen; Purified L. mesenteroides G6PDH, diaphorase/resazurin coupled fluorescence, 45 min; inhibition, % at 5 µM; actives 0.12% (n = 200,000); in the data active means inhibition above about 50%
NF-kB expr up: compounds increasing NF-kB expression in human neuronal cells. NF-kB reporter expression; stronger effect = higher value. fold change at 12.5 µM. actives 1.6% (n = 190,000); in the data active means fold change above about 3.3
STAT1 act: increases IFN-gamma driven STAT1 reporter signal. NIH 3T3 STAT1-luciferase reporter, luminescence; 100% = IFN-gamma alone, no compound. activation (% of control), % at 5.5 µM. actives 2.6% (n = 200,000). AID 932;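 active means activation above the screen-wide mean activation plus 3 SD, cut at about 130% in these data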;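 further: raw ratio to IFN-gamma control signal so 100% means no change and 0% no light; values of inactives mirror those of a sister screen read the other way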
APP transl inh: APP translation inhibition; SH-SY5Y APP 5'UTR-luciferase reporter, luminescence; inhibition, % at 2 µM; actives 0.82% (n = 190,000); AID 1285;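 active means inhibition above a set limit, derived from the sample mean plus 3 SD, cut at about 45% in these data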; further: values of inactives mirror those of a sister screen read the other way
Numbers without * were called inactive; · = no result given.

SMILES	Diaphorase inh	APP 5'UTR act	Diaphorase act	FLuc act counter	TLR4-MyD88 BLA	FLuc inh counter	G6PDH counter	NF-kB expr up	STAT1 act	APP transl inh
O=C(N/N=C1/CC2C=CCC12)c1ccc(Br)o1 (stereo unspecified)	12	9	0.9	1	2	4	14	1.5	118	-9
CCc1nnc(NC(=O)OCc2ccccc2)s1	15	-10	0.9	1	6	1	2	1.5	113	10
CC(C)(CCl)C(=O)Nc1ccc(OC(F)(F)F)cc1	11	-8	0.9	1	-4	-4	0	1.6	93	8
O=C(CSc1ccc(-c2ccccn2)nn1)NC1CCCCC1	-2	-5	1	1	-9	3	2	1.1	98	5
O=C(Cc1cccs1)NCCc1cn2ccccc2n1	20	2	0.8	1.1	-10	-5	11	1.8	110	-2
Cn1ncc([N+](=O)[O-])c1C(=O)Nc1ccc(C2CCCCC2)cc1	14	11	0.9	1	16	-1	6	1.1	120	-11
CCOC(=O)C1=NN(c2ccccc2)C(=O)/C1=C\c1ccc(N(C)C)cc1	17	-7	0.8	1	-4	-5	-59	0.99	97	7
FC(F)(F)c1cccc(NC(=S)N2CCN(c3cccc(C(F)(F)F)c3)CC2)c1	5	6	0.9	1.1	9	-8	0	1.1	99	-6
CN(C)c1ccc(NC(=O)c2cn(-c3ccccc3)nc2-c2cccs2)cc1	19	11	0.8	0.9	13	5	4	0.81	100	-11
O=C(NCc1ccccc1)c1noc2c1CCCC2	9	0	0.9	1	4	1	9	1.4	99	0
CC(=O)Nc1ccc(S(=O)(=O)N(C)CC(=O)NC2=NCCS2)cc1	-2	13	1	1.1	7	-9	7	1.1	100	-13
COc1ccc(/C(N)=N/OC(=O)Cc2ccc(C)cc2)cc1	12	32	0.9	1.1	11	-7	-6	1.6	112	-32

Fetched by structure from the list above, two records:
SMILES	Diaphorase inh	APP 5'UTR act	Diaphorase act	FLuc act counter	TLR4-MyD88 BLA	FLuc inh counter	G6PDH counter	NF-kB expr up	STAT1 act	APP transl inh
CCc1nnc(NC(=O)OCc2ccccc2)s1	15	-10	0.9	1	6	1	2	1.5	113	10
Cn1ncc([N+](=O)[O-])c1C(=O)Nc1ccc(C2CCCCC2)cc1	14	11	0.9	1	16	-1	6	1.1	120	-11

More structures.
SMILES	Diaphorase inh	APP 5'UTR act	Diaphorase act	FLuc act counter	TLR4-MyD88 BLA	FLuc inh counter	G6PDH counter	NF-kB expr up	STAT1 act	APP transl inh
C#CCn1cc(/C=N/Nc2nc3ccccc3[nH]2)c2ccccc21	-8	4	1.1	0.8	-3	21	-2	1	101	-4
Cn1nc([N+](=O)[O-])nc1S(C)(=O)=O	15	3	0.8	1.1	-7	-6	4	1	74	-3
CC1=NN(c2nc(-c3ccc(Cl)cc3)cs2)C(=O)C1	-2	-5	1	0.9	-2	9	1	1.6	94	5
O=C(NCc1ccco1)c1cc(-c2ccncc2)nc2ccccc12	6	-17	0.9	1	-14	-2	-1	0.79	99	17
CS(=O)(=O)N(CC(=O)N1CCN(Cc2ccccc2)CC1)C1CCCCC1	4	-4	1	1	0	-3	-3	1.2	99	4
CCNC(=S)N1CCN(c2cccc(C(F)(F)F)c2)CC1	23	-2	0.8	1.1	3	-5	4	0.67	95	2
CCOc1ccccc1N1C(=O)CC(Nc2ccc(N3CCOCC3)cc2)C1=O (stereo unspecified)	15	9	0.9	1	0	1	13	0.86	102	-9
N#Cc1c(NC(=O)CSc2nnnn2C2CCCC2)sc2c1CCCC2	-2	-8	1	1	-1	-4	-2	0.72	100	8
Cc1cc(C(=O)CSc2nncs2)c(C)n1-c1c(C)n(C)n(-c2ccccc2)c1=O	9	-5	0.9	1	-2	-1	3	1.2	107	5
CC(=O)CSc1nc(N)c(C#N)c(-c2cccs2)c1C#N	12	-20	0.9	1	0	-4	-4	0.8	90	20
CN(Cc1ccccc1)C(=O)COC(=O)c1ccc(Cl)cc1N	13	20	0.9	1	1	-1	6	1.1	117	-20
N#CCc1c(C#N)c(N)nc(N2CCCC(O)C2)c1C#N (stereo unspecified)	17	-25	0.8	1	-12	-4	14	1.1	100	24

Record cards (already shown). Order of values: Diaphorase inh | APP 5'UTR act | Diaphorase act | FLuc act counter | TLR4-MyD88 BLA | FLuc inh counter | G6PDH counter | NF-kB expr up | STAT1 act | APP transl inh
Entry for O=C(Cc1cccs1)NCCc1cn2ccccc2n1 : 20 | 2 | 0.8 | 1.1 | -10 | -5 | 11 | 1.8 | 110 | -2
Entry for CC1=NN(c2nc(-c3ccc(Cl)cc3)cs2)C(=O)C1 : -2 | -5 | 1 | 0.9 | -2 | 9 | 1 | 1.6 | 94 | 5

Additional entries.
SMILES	Diaphorase inh	APP 5'UTR act	Diaphorase act	FLuc act counter	TLR4-MyD88 BLA	FLuc inh counter	G6PDH counter	NF-kB expr up	STAT1 act	APP transl inh
CCNC(=O)NC(=O)C(C)OC(=O)c1oc2ccc(OC)cc2c1C (stereo unspecified)	-4	2	1	1.1	-3	-7	10	1.2	81	-2
CN(CCc1ccccn1)C(=S)NC(=O)c1ccco1	4	2	1	1	0	-4	4	1.1	99	-2
Cc1ccccc1NC(=O)Cc1cn(C)c2ccccc12	12	-10	0.9	1	2	0	4	0.92	97	10
CCn1c(C)c(C(C)=O)c(N2CCCC2)nc1=S	57*	19	0.4	1.1	5	-10	-6	1.1	106	-19
COCCNC(=O)c1ccc(Cn2c(=S)[nH]c3cc4c(cc3c2=O)OCO4)cc1	21	0	0.8	1	-3	-3	8	1.5	105	0
CCOc1ccc(Nc2nc(Cc3nnc(SCC(=O)NCC4CCCO4)n3C)cs2)cc1 (stereo unspecified)	4	-10	1	1.1	9	-5	20	1.1	98	10
CCOc1ncccc1C(=O)OCC(=O)c1cccc(Br)c1	6	10	0.9	1	-3	-2	-2	1.1	94	-10
CCOC(=O)C1=C(C)NC2=C(C(=O)CCC2)C1c1cn(Cc2ccc(Cl)cc2Cl)nc1-c1ccccc1 (stereo unspecified)	12	-3	0.9	1.1	-16	-8	5	0.5	88	3
O=C(CNc1cccc(C(F)(F)F)c1)N/N=C/c1cccc(Br)c1	48	3	0.5	1	-14	-4	3	1.1	96	-3
N=c1c(C(=O)NC2CCCC2)cc2c(=O)n3ccccc3nc2n1CCN1CCOCC1	22	23	0.8	1.1	-12	-7	-26	0.99	92	-23
CC(C)(C)C1CCc2sc(-c3nnc(CCl)o3)cc2C1 (stereo unspecified)	6	2	0.9	0.9	16	10	8	0.83	100	-2
CCn1cc(/C=C2\SC(=O)N(CC(=O)Nc3ccc4c(c3)OCO4)C2=O)c2ccccc21	2	-1	1	1.1	13	-6	6	1.2	108	1
Cc1ccsc1/C=N/NC(=O)Nc1ccccc1	1	147*	1	0.6	0	44	9	4*	172*	-147
O=C(O)[C@@H]1CCCN1c1ncnc2sc3c(c12)CCC3	10	8	0.9	1.1	-1	-6	-4	1.1	96	-8
N#Cc1c2c(c(NCCN3CCOCC3)n3c1nc1ccccc13)CCCC2	33	-4	0.7	1.1	4	-7	7	1	93	4
CCCNC(=O)c1ccc(C2SCC(=O)N2CCc2ccccc2)cc1 (stereo unspecified)	13	-3	0.9	1	-9	-3	-5	1.2	100	2
CCOC(=O)CN1C(=O)C(Sc2nnc(-c3ccccc3OC)s2)CCc2ccccc21 (stereo unspecified)	·	18	·	·	-6	·	·	·	100	-18
CC1=CC2=NC(=O)/C(=C\c3cccn3CCOc3cc(C)ccc3C)C(=N)N2O1	0	-4	1	1.1	9	-10	-20	0.83	97	4
CCOc1ccc(NS(=O)(=O)c2ccc(C)c(C(N)=O)c2)cc1	13	10	0.9	1	3	-1	12	1.2	90	-10
CC(C)CN(CC(C)C)C1=N/C(=C\c2ccco2)C(=O)N1c1ccccc1	5	5	0.9	1	-14	-1	3	0.98	101	-5
O=C(NC(=S)NCC1CCCO1)c1ccc([N+](=O)[O-])cc1 (stereo unspecified)	5	10	1	1	1	-3	4	1.3	90	-10
CN(C(=O)c1ccccc1Cl)C1CCCCC1	9	-4	0.9	1	6	-3	8	1.2	106	4
Cc1[nH]c2ccccc2c(=O)c1SC(F)(F)C(F)C(F)(F)F (stereo unspecified)	15	5	0.8	1.1	-2	-5	6	1.3	98	-5
COc1ccc(C)cc1NC(=O)CN(C)S(=O)(=O)c1cccs1	12	-6	0.9	1.1	14	-9	12	0.77	95	6
CCc1cc2cc(C)cc(C)c2nc1SCC(=O)N1CCCC1	11	7	0.9	1	-15	-1	5	0.89	99	-7
CCCNC(=O)N1CCN(S(C)(=O)=O)CC1	11	-5	0.9	1.1	-9	-6	5	0.97	107	5
Cn1ncc(C#N)c1/N=C/N1CCCCC1	9	-4	0.9	1.1	-3	-7	-7	1	97	4
Cc1noc(C)c1C(=O)OCC(=O)NC(=O)NC12CC3CC(CC(C3)C1)C2	16	7	0.8	1	8	-4	6	1.1	98	-6
COCCSc1nnc(NC(=O)c2ccc(NC(=O)C(C)C)cc2)s1	7	15	0.9	1	4	-5	11	1	106	-15
Nc1c(S(=O)(=O)c2cccs2)c2nc3ccccc3nc2n1/N=C/c1cccc(O)c1	42	-5	0.6	1	2	-5	-1	0.43	104	5
COc1cc(/C=N\Nc2nc3ccccc3o2)cc(OC)c1OC	9	57	0.9	1	8	-4	5	1.4	115	-57
CC(OC(=O)CCC(=O)c1cccs1)C(=O)Nc1ccc(Cl)cn1 (stereo unspecified)	5	9	1	1.1	2	-5	2	1.1	102	-9
CCn1cc(C2=NOC(C(=O)Nc3cccc(C(C)=O)c3)C2)c(C)n1 (stereo unspecified)	-6	1	1.1	1	4	4	26	1.7	90	-1
CC(C)(C)c1cc[n+](CC(=O)Nc2cc(C(F)(F)F)ccc2N2CCOCC2)cc1	0	24	1	1.1	-13	-10	8	0.97	106	-24
Cc1ccc(C(=O)Nc2c(C)cc(-c3ccc(Cl)cc3)oc2=O)cc1	4	-6	1	1.1	-2	-13	4	1.1	102	6
C/C(=N\NC(=O)c1cc(C)nc2ccccc12)c1ccc([N+](=O)[O-])cc1	-5	-6	1.1	1	-6	-4	-1	1.1	102	6
CCOC(=O)CNC(=O)CSc1nc2ncc(Br)cc2[nH]1	-6	5	1.1	1	4	0	6	1.1	89	-5
Cn1c(=O)oc2cc(S(=O)(=O)N3CCC(C(=O)NCC4COc5ccccc5O4)CC3)ccc21 (stereo unspecified)	0	-1	1	1	-3	-4	-1	1.1	96	1
COc1ccc(-c2cc(-c3cccs3)c(C#N)c(SCC(=O)NCc3ccco3)n2)cc1	11	-96	0.9	1	12	2	3	1.5	107	96*
CC1(C(=O)O)C=CCN1C(=O)c1ccccc1 (stereo unspecified)	-8	-4	1.1	1.1	-10	-6	17	1.1	101	4
Cc1ccc(C(=O)NNC(=O)C2CCCN(c3ncccn3)C2)cc1 (stereo unspecified)	1	5	1	1	-8	-1	9	1	99	-5
O=C(COC(=O)Cn1cnc2ccccc21)Nc1cccc(S(=O)(=O)N2CCOCC2)c1	7	8	0.9	1.1	-9	-6	-2	1.3	90	-8

Compound activity: PubChem BioAssay, several laboratories
